# p47phox inh – inhibitors of human p47phox binding. P14598. p47phox/p22phox peptide binding, fluorescence polarization, 2 h. inhibition, % at 24.7 µM. hit rate 0.53% among 220,000. AID 1274;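 further: 0% = p47phox with labelled peptide and 100% = labelled peptide alone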
# Target sequence (P14598 whole entry, looked up): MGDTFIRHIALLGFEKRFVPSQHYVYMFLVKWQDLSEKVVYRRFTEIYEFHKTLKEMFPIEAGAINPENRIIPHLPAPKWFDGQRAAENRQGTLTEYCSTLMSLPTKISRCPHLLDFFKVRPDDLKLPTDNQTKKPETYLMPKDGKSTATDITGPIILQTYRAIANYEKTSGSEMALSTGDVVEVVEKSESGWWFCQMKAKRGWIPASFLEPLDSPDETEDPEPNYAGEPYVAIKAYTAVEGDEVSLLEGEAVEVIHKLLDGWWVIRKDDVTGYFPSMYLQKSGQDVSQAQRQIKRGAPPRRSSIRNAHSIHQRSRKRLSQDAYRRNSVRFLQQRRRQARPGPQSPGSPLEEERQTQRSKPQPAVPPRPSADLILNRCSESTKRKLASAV
# Furin inhibitor – inhibitors of human furin | P09958 | AID 463115 | hit rate 0.061% among 220,000 | inhibition, % at 30 µM | purified furin, fluorogenic substrate cleavage; in the data active means inhibition above about 25%; further: inactives centre near -15
# Thrombin inh – inhibitors of human thrombin; P00734; alpha-thrombin, Boc-VPR-AMC fluorogenic substrate cleavage; inhibition, % at 5 µM; hit rate 0.26% among 220,000;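 active means inhibition at or above 40%; inactive means inhibition below 40%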;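 further: 0% = enzyme with no compound and 100% = wells without enzyme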
#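 Assay system: human alpha-thrombin enzyme. Reagent: Boc-VPR-AMC substrate, 15 µM final. Compound dosing: one concentration per compound, 5 µM, with 0.2% DMSO. Incubation: room-temperature reaction. Technique: AMC fluorescence, 355/460 nm. Measure: % inhibition relative to enzyme controls and enzyme-free blanks.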
# KCC2 mod – modulates chloride dependent transport by human KCC2. KCC2 cells, thallium flux FluoZin-2 fluorescence. B-score of Tl+ flux slope (higher = more flux/activation; lower = inhibition) at 10 µM. Q9H2X9. hit rate 2.2% among 190,000. AID 1456;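 active means thallium flux slope and its plate-corrected score both differing from the plate sample mean at a set confidence after two filtering rounds, in either direction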;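 further: slope of fluorescence scaled to starting intensity during 10 to 20 s after thallium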
# hK5 inh – blocks human kallikrein 5 protease activity. recombinant hK5, fluorogenic AMC substrate cleavage. inhibition, % at 5 µM. hit rate 0.59% among 210,000. AID 873;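 active means inhibition of 40% or more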;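 further: 0% = enzyme controls without compound and 100% = no-enzyme blanks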
# eIF4E-4G inh – blocks eIF4E binding to eIF4G | inhibition, % at 21.7 µM | hit rate 0.37% among 220,000 | AID 782 | P63073+Q04637 | TR-FRET eIF4E-eIF4GI(517-606) binding, 2 h;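 further: 0% = full FRET control wells and 100% = background wells lacking eIF4GI fragment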
# Rad51 HR inh – Rad51 (human) homologous recombination inhibition; Q06609; hRad51 DNA strand exchange, fluorescence dequenching; inhibition, % at 10 µM; hit rate 0.085% among 200,000; AID 1385;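 active means inhibition above 40% at the single screening dose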;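 further: 0% = DMSO control wells and 100% = blanks with heterologous ssDNA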
#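 Test system: preformed human Rad51 ssDNA filaments; also added: Donor/quencher-labelled 47-bp dsDNA substrate; doses: 10 µM final, single point; times: 37 °C 15-min filament assembly, 30-min compound preincubation, 15-min exchange; detection: FRET fluorescence dequenching, excitation 485 nm, emission 520 nm; read-out basis: Fluorescence-based percent inhibition, control- and blank-normalised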
# 14-3-3 Bad inh – disrupts binding of bovine 14-3-3 zeta to phospho-Bad peptide. hit rate 0.71% among 220,000. inhibition, % at 21.7 µM. P63103. TR-FRET 14-3-3zeta/Dy647-pBad peptide displacement, 1 h;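 active means inhibition above about 70%, limit read from the data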;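 further: 0% = full 14-3-3 plus peptide FRET controls and 100% = background without 14-3-3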
# Target sequence (P63103 whole entry, looked up): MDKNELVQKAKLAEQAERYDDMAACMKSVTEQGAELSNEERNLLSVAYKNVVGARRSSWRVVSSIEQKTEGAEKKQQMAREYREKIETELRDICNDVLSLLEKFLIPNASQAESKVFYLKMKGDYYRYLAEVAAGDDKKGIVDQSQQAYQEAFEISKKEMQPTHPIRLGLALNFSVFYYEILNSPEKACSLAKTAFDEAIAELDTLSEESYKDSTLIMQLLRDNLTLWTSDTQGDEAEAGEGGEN
# EBV gp42 block – inhibitors of Epstein-Barr virus glycoprotein 42; hit rate 0.42% among 220,000; inhibition, % (tested at 21.74 µM); Q1HVG2; Fluorescence polarization binding assay, mP read-out; in the data active means inhibition above about 50%
# Target sequence (Q1HVG2 whole entry, looked up): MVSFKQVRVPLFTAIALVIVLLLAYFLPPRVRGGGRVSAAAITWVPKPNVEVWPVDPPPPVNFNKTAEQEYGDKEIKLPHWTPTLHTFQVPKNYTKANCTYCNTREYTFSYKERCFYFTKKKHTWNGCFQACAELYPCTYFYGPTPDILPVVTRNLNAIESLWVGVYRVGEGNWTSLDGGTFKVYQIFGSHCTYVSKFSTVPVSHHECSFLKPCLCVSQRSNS
# * = called active by the depositor; nt = not tested or not shown; [ ] = another dose, or the depositor's remark.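 How the source made its calls, unless noted: active means inhibition above about 30% (limit read from the data); inactive means the rest.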
# Every second line gives: Furin inhibitor	14-3-3 Bad inh	Rad51 HR inh	Thrombin inh	hK5 inh	eIF4E-4G inh	p47phox inh	KCC2 mod	EBV gp42 block
- COc1cccc(/C=N/N2CCN(c3ccncc3S(=O)(=O)N3CCCCC3)CC2)c1
    -22	0[fluorescence artefact?]	1	2	-6	-6	-6	nt	1
- Cc1ccsc1/C=N/NC(=O)CN1CCN(Cc2ccccc2)CC1
    -28	-5	9	-7	5	-1	1	-0.36	-7
- OC(COCc1ccccc1)CN1CCN(Cc2ccc3c(c2)OCO3)CC1 (stereo not drawn)
    -5	13	-6	2	nt	1	-17	0.21	-19
- COc1cccc(C2N(c3ccccn3)C(=O)C3CCCN32)c1OC (stereo not drawn)
    -22	5[fluorescence artefact?]	-7	3	-1	-3[fluorescence artefact?]	-11	-0.65	-9
- CCCc1c(C(=O)Nc2ccc(C(F)(F)F)cc2)cnn1-c1ccccc1
    -10	0	10	0	-10	4	-1	0.33	-1
- COC(=O)c1scc(S(=O)(=O)c2ccccc2)c1N
    -13	-10	-1	-1	-1	-2	-26	0.052	1
- Cn1c(=NC(=O)CSCC(=O)N2CCCC2)sc2ccccc21
    0[20 µM]	-10	3	0	-5	-1[fluorescence artefact?]	-9	nt	-7
- O=C1C=C(NCc2ccccc2)c2ccccc2C1=O
    -12	-11	0	-3	7	-4	-14	-1.6	-14
- O=C(Nc1ccc(F)cc1)c1cccnc1N1CCOCC1
    13[20 µM]	11	-7	4	-23	6	-6	2.4	-1
- Cc1nn(C)c(C)c1-c1c(C#N)c(N)nc2c1CCCCCC2
    -26[20 µM]	9	1	-3	-2	2	-4	0.18	-8
- Cc1nn(CCC#N)c(NC(=O)c2ccc(Cl)cc2Cl)c1P(=O)(Nc1ccc([N+](=O)[O-])cc1)N1CCOCC1 (stereo not drawn)
    10[20 µM]	-5	nt	15	-13	10	-22	0.49	-31
- O=C(CSc1nnc(Cc2ccccc2)n1Cc1ccco1)NC1CCCC1
    -4	-7	0	11	0	-5	-2	0.15	-14
- COC(=O)c1sccc1-c1ccc(/C=N/OC(=O)c2cccs2)o1
    -13	-7	1	1	0	0	-7	-0.073	-1
- CC(C)Sc1nc2c(c(=O)[nH]c(=O)n2C)n1CCc1ccccc1
    -9	-3	-6	-3	1	-2	-6	-0.072	1
- CC#CCN1c2ccccc2[C@]23C[C@@H](C(=O)OC)N(C(C)=O)C2=NC(C(=O)OC)=C(C(=O)OC)[C@H]13
    -18	0	-4	-7	-2	-1	-8	-1.3	-4
- C=CCN(CC=C)CC(=O)Nc1ccc(S(N)(=O)=O)cc1
    -13[20 µM]	3	1	-1	-8	-3	-7	4.2	-16
- O=C(CCCl)N1CCCC2(CCCCC2)C1
    -22	6	10	4	5	-1	-9	0.21	-19
- Cc1ccc(N(CC(=O)NCc2cccs2)S(=O)(=O)c2cccs2)cc1
    -18	-3[fluorescence artefact?]	0	-1	-2	-6	-4	0.051	4
- O=C(OCc1ccc(Cl)c(Cl)c1)c1ccccn1
    -21[20 µM]	0[fluorescence artefact?]	5	-8	-16	-10[fluorescence artefact?]	-2	nt	-18
- COCCCNC(=O)C1CCN(C(=O)Nc2ccc(Cl)cc2)CC1
    -18[20 µM]	6[fluorescence artefact?]	-5	3	-14	2[fluorescence artefact?]	-15	1.3	-1
- COc1ccc(/C=N/NC(=O)c2nc(-c3ccccc3)cc(-c3ccccc3)n2)cc1OC
    -20[20 µM]	11	-2	-2	0	-2	-24	-2	-10
- CCCCCNc1nc2ccccc2nc1NS(=O)(=O)c1cccs1
    -17[20 µM]	-7	4	-8	-22	5	-12	0.054	2
- CCOc1ccccc1-c1cc(-c2ccccc2)nc2c1c(=O)n(C)c(=O)n2C
    -23[20 µM]	-2[fluorescence artefact?]	nt	1	-1	-13	-15	0.49	-10
- CC1CCN(S(=O)(=O)c2ccc(C(=O)NCc3ccco3)cc2)CC1
    -9	-17	17	-10	-6	5	-9	-0.47	-13
- COc1ccc(NC2c3ccccc3C(=O)N2Cc2ccco2)cc1OC (stereo not drawn)
    -13	-3[fluorescence artefact?]	-1	-4	-16	-1[fluorescence artefact?]	1	-0.1	9
- CCOC(=O)c1c(/N=C/C2C(=O)CC(C)(C)CC2=O)sc2c1CCCC2
    -8	-11	-4	-3	-1	-1	-7	0.43	-18
- CCOc1ccc(-n2nnnc2SCC(=O)NNC(=O)c2ccco2)cc1
    -12	-4	nt	10	23	-2	nt	-0.092	-9
- FC(F)(F)c1ccc(C2NCCc3sccc32)cc1 (stereo not drawn)
    -24	-14	-1	2	4	3	-6	1.2	-6
- Cc1ccc(/C=N/n2cnnc2)s1
    -3[20 µM]	-11[fluorescence artefact?]	6	18	53*	-2	14	0.29	-13
- Cc1cccc(CN2CCN(Cc3cccc(-n4cccn4)c3)CC2CCO)n1 (stereo not drawn)
    -18	-9	-11	-6	5	-2	1	-0.023	-4
- CC1=C(C(=O)N2CCCC(C(=O)c3cccc4ccccc34)C2)OCCO1 (stereo not drawn)
    -17	13	11	4	nt	1	8	0.81	-7
- CC(=O)c1cccc(NC(=S)NC(=O)C(C)C)c1
    -24[20 µM]	-10	-4	-4	4	7	-11	0.61	-6
- Cc1ccc(-c2nc3c(c(=O)c4ccccc4n3C)c(=O)n2-c2ccccc2)cc1
    -18	1	8	-4	-3	1	-4	-1.3	-5
- Cn1ccc(/C=N/N=C2/NC(=O)CS2)n1
    -21	-7	11	-3	0	-3	-11	1.1	-5
- Cc1ccc(C)c(Cc2c(C)nc3c(C(=O)NCc4ccc5c(c4)OCO5)cnn3c2C)c1
    -25[20 µM]	-11	nt	8	22	2	-16	1.5	-3
- Cc1cc(/C=C2/NC(=O)NC2=O)c(C)n1C
    -4	-2	-6	-12	-2	7	-6	-0.75	9
- COc1ccc(Cl)cc1NC(=O)CN1C(=O)CSC1=O
    0	2	-7	3	-5	-11	-15	0.74	-14
- CCCC(C)C(=O)Nc1cc([N+](=O)[O-])ccc1F (stereo not drawn)
    -24	2	nt	-8	-17	5	-9	-0.43	0
- CCN(c1ccccc1)S(=O)(=O)c1cc(C(=O)Nc2ccc(Br)cc2)ccc1F
    -7	6	nt	2	-7	3	-11	-0.7	1
- O=C(c1ccco1)N1CCN(C(=O)c2ccccc2[N+](=O)[O-])CC1
    -8	7	1	-3	-20	-3	12	1.8	4
- C=CCNC(=O)/C(C#N)=C\c1cc(Cl)c(O)c(OCC)c1
    -10	-14	-49	48*	52*	-4	-13	-0.33	-84
- C[C@H](NC(=O)Nc1cccc(C(F)(F)F)c1)C(=O)O
    -16[20 µM]	-3	5	2	-2	1	-4	-0.87	-19
- CCOC(=O)N1CCN(C(=O)CSc2nnc(COc3ccccc3)o2)CC1
    -22	-5	-1	2	0	1	-4	0.0049	-8
- COc1ccc(C(CC(=O)N2CCOCC2)c2c(OC)cc(OC)c3c(-c4ccccc4)cc(=O)oc23)cc1 (stereo not drawn)
    -16	27	-12	-6	-2	27	-2	-0.41	47
- Cc1ccc(S(=O)(=O)N(C)C)cc1NC(=S)NC12CC3CC(CC(C3)C1)C2
    -6	-7[fluorescence artefact?]	3	-13	17	6	-5	-1.2	31
- O=C(NCc1ccccc1)C(c1ccccc1)N(Cc1ccc2c(c1)OCO2)C(=O)Cc1cccs1 (stereo not drawn)
    -13[20 µM]	-2	-9	8	-1	5	8	-2	-9
- Cc1ccccc1OC(=O)CCC(=O)OCCCC(F)(F)C(F)(F)F
    4	5	3	2	6	-1	-7	0.47	-9
- O=C(CCNC(=O)OCc1ccccc1)NC1CCCCC1
    -15	8	-2	21	35	-2	-12	0.047	4
- Cc1ccc2c(Cl)c(C)c(N3CCCCC3)nc2n1
    -8	6	0	-4	-1	-3	-8	-0.42	8
- C/C(=N\NC(=O)c1ccc2c(c1)OCCO2)c1ccccc1
    -22	0	4	-1	3	-2	-10	-0.18	-14
- CC/C(=N\NC(=O)C(N)=O)c1ccccc1O
    -3	5[fluorescence artefact?]	nt	-10	-17	0[fluorescence artefact?]	-21	-0.24	0
- Cc1c(/N=C/c2ccco2)n(Cc2ccccc2)c2ccccc12
    -28	-2	1	-2	-1	-6	6	-0.95	-19
- Cc1ccc(-c2cc(C(=O)N3CCOCC3)c3ccccc3n2)cc1
    -18[20 µM]	20	2	1	-2	0	-6	-0.33	-12
- C=C(C)CC(NCCc1ccccc1)c1ccco1 (stereo not drawn)
    -19	-19	14	-4	0	3	5	nt	-3
- O=P(c1ccccc1)(c1ccccc1)C1CCCO1 (stereo not drawn)
    -33	6[fluorescence artefact?]	9	0	-12	3[fluorescence artefact?]	-5	-0.059	-4
- COc1cccc(-c2csc(N3CCN(C(=S)Nc4ccccc4)CC3)n2)c1
    -18	-19	nt	2	112*	6	-13	nt	-14
- Cc1c2cnn(CC(=O)O)c(=O)c2c(C)n1Cc1ccccc1
    -21	5[fluorescence artefact?]	1	-2	-6	0	-16	nt	6
- Cc1[nH]c(=O)[nH]c(=O)c1S(=O)(=O)N1CCCC(C(=O)NCCC2=CCCCC2)C1 (stereo not drawn)
    -18	-18	0	-7	1	-3	-9	0.16	2

# Reprinted at random: six entries already listed.
# Every second line gives: Furin inhibitor	14-3-3 Bad inh	Rad51 HR inh	Thrombin inh	hK5 inh	eIF4E-4G inh	p47phox inh	KCC2 mod	EBV gp42 block
- Cc1ccc2c(Cl)c(C)c(N3CCCCC3)nc2n1
    -8	6	0	-4	-1	-3	-8	-0.42	8
- CCOC(=O)N1CCN(C(=O)CSc2nnc(COc3ccccc3)o2)CC1
    -22	-5	-1	2	0	1	-4	0.0049	-8
- O=C(c1ccco1)N1CCN(C(=O)c2ccccc2[N+](=O)[O-])CC1
    -8	7	1	-3	-20	-3	12	1.8	4
- Cc1ccc(C)c(Cc2c(C)nc3c(C(=O)NCc4ccc5c(c4)OCO5)cnn3c2C)c1
    -25[20 µM]	-11	nt	8	22	2	-16	1.5	-3
- O=C(CCNC(=O)OCc1ccccc1)NC1CCCCC1
    -15	8	-2	21	35	-2	-12	0.047	4
- Cc1ccc(-c2nc3c(c(=O)c4ccccc4n3C)c(=O)n2-c2ccccc2)cc1
    -18	1	8	-4	-3	1	-4	-1.3	-5

# An excerpt from above, showing only p47phox inh and KCC2 mod:
molecule | p47phox inh | KCC2 mod
CCCc1c(C(=O)Nc2ccc(C(F)(F)F)cc2)cnn1-c1ccccc1 | -1 | 0.33
CCN(c1ccccc1)S(=O)(=O)c1cc(C(=O)Nc2ccc(Br)cc2)ccc1F | -11 | -0.7
COc1cccc(/C=N/N2CCN(c3ccncc3S(=O)(=O)N3CCCCC3)CC2)c1 | -6 | nt
COCCCNC(=O)C1CCN(C(=O)Nc2ccc(Cl)cc2)CC1 | -15 | 1.3
FC(F)(F)c1ccc(C2NCCc3sccc32)cc1 (stereo not drawn) | -6 | 1.2
CCOc1ccccc1-c1cc(-c2ccccc2)nc2c1c(=O)n(C)c(=O)n2C | -15 | 0.49

# Screens (PubChem)
